# From PubChem BioAssay
# POLH inh: inhibitors of human DNA polymerase eta. AID 588591. 390,000 tested, 1.2% active. Q9Y253. recombinant Pol eta, fluorescent DNA replication assay. Potency, µM (top dose mostly 114 µM), for the others: top-dose activity change, negative = inhibition, actives largely listed as inhibitors; note: potency is the fitted concentration of half-maximal effect; % is set by controls: 0 for no effect and ±100 for the full control effect
#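 Fluorescent replication assay: 50 nM final substrate added after a 15 min room-temperature compound preincubation with 10 nM enzyme. Signal taken at 0 min and again at 10 min.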
# BLM helicase inh: blocks DNA unwinding by human BLM helicase | AID 2528 | recombinant BLM DNA unwinding, fluorescence dequenching | P54132 | 350,000 tested, 0.2% active | Potency, µM (titrated, usually from 56.1 µM), for the others: at the top dose activity change, negative = inhibition, most hits filed as inhibitors;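 note: potency is the fitted concentration of half-maximal effect; plate controls were vehicle for no effect and no enzyme for full effect; nearly all actives have a fitted effect of over 35% in size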
# Pol kappa inh: DNA polymerase kappa (human) inhibition. 400,000 tested, 0.53% active. Q9UBT6. purified Pol kappa, fluorescent DNA synthesis assay, 10 min. Potency, µM (top dose mostly 107 µM), without a hit: at the highest dose activity, negative = inhibition, most hits filed as inhibitors. AID 588579; note: potency is the fitted concentration of half-maximal effect; % is set by controls: 0 for no effect and ±100 for the full control effect
#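 First, compounds were pin-transferred onto 10 nM Pol kappa. After 15 min at room temperature, substrate was added to 50 nM final. Fluorescence was then measured kinetically at 0 and 10 min.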
# RXFP1 antag: antagonists of human relaxin receptor RXFP1. Q9HBX9. HEK293-RXFP1, relaxin-stimulated cAMP HTRF, 30 min; stronger effect = lower value. activity change, negative = inhibition, % at 57.5 µM. 350,000 tested, 0.59% active. AID 1259400;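 active = activity change of -60% or lower, but not beyond a set lower limit; inconclusive = change between -60% and -40%, or beyond the set limit; inactive = change above -40%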; note: % is set by controls: 0 for no effect and ±100 for the full control effect
# Target sequence (Q9HBX9 whole entry, looked up): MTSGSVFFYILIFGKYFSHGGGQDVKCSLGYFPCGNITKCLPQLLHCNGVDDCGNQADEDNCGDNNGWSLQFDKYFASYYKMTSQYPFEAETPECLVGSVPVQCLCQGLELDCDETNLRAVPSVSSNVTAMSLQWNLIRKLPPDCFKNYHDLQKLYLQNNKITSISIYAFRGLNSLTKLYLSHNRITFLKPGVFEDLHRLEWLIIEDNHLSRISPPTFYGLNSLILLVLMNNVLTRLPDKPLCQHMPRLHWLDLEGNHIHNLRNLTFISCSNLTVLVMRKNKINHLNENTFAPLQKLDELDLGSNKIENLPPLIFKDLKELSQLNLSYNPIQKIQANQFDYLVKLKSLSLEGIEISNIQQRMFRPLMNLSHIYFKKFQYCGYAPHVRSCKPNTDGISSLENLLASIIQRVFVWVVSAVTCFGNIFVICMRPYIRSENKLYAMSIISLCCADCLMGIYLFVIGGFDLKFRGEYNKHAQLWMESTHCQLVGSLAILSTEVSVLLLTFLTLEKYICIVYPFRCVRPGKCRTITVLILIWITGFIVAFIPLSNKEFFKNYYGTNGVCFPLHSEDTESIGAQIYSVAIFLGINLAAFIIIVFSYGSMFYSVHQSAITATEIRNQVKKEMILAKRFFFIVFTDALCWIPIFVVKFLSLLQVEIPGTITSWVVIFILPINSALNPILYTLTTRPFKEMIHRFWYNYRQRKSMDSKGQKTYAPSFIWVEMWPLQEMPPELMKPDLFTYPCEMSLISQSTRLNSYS
# Anesthetic bind: binds horse apoferritin like a general anesthetic | P02791 | apoferritin/1-aminoanthracene competitive binding, fluorescence | Potency, µM (series often up to 77.5 µM), inactives show at the highest dose activity change, negative = displacement, hits mostly inhibitors | 350,000 tested, 0.074% active | AID 485281; note: potency is the fitted concentration of half-maximal effect; % is set by controls: 0 for no effect and ±100 for the full control effect; nearly all actives have a fitted effect of over 20% in size
#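 Horse-spleen apoferritin (10 uM) in 50% saturated 1-aminoanthracene in PBS was incubated 10 min at room temperature with compound. Fluorescence (ex 380, em 535 nm) was normalized to free and bound 1-AMA, with concentration-response fitted by a four-parameter Hill equation.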
# POLB inh: blocks human DNA polymerase beta activity. P06746. Pol beta primer extension/strand displacement, fluorescence kinetic. Potency, µM (doses to about 114 µM), without a hit: at the highest dose activity change, negative = inhibition, most hits filed as inhibitors. 340,000 tested, 1.3% active; note: potency is the fitted concentration of half-maximal effect; % is set by controls: 0 for no effect and ±100 for the full control effect
#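 Pol beta (10 nM) and compounds were preincubated 15 min at room temperature, then 50 nM substrate (final) started primer extension/strand displacement. Reads were taken at 0 and 10 min; concentration-response data were fitted to a four-parameter Hill equation.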
# PGK inhibitor: T. brucei PGK inhibition; AID 602233; 380,000 tested, 0.043% active; PGK/GAPDH coupled, Kinase-Glo luminescence, 60 min; Potency, µM (highest dose often 57.5 µM), without a hit: at the highest dose activity change, negative = inhibition, usual class: inhibitors; note: potency is the fitted concentration of half-maximal effect; % is set by controls: 0 for no effect and ±100 for the full control effect; nearly all actives have a fitted effect of over 60% in size
#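 Recombinant glycosomal PGK reaction used 1,3-bisphosphoglycerate generated in-well by GAPDH (100nM final) in 100mM TEA pH 7.6, 5mM MgCl2, 0.01% Tween-20. After 60 minutes at room temperature, ATP was read by Kinase-Glo Plus luminescence end-point.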
# Pol iota inh: inhibitors of human DNA polymerase iota | Q9UNA4 | Pol iota fluorescent replication assay, 10 min | Potency, µM (titrated, usually from 115 µM), for inactives: at the highest dose activity, negative = inhibition, actives largely listed as inhibitors | 390,000 tested, 1% active | AID 588590; note: potency is the fitted concentration of half-maximal effect
#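 Fluorescent replication assay read twice, at 0 min and 10 min after adding 50 nM (final) substrate. Enzyme (10 nM) and compounds were first incubated 15 min at room temperature; enzyme-free buffer wells were negative controls.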
# APE1 inh: APE1 (human) endonuclease inhibition | P27695 | recombinant APE1, TAMRA/BHQ-2 abasic DNA cleavage fluorescence | Potency, µM (series often up to 65.8 µM), inactives show top-dose activity change, negative = inhibition, most hits filed as inhibitors | 350,000 tested, 0.35% active | AID 2517;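 note: potency is the fitted concentration of half-maximal effect; plate controls were vehicle for no effect and reference inhibitor for full effect; nearly all actives have a fitted effect of over 55% in size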
# Target sequence (P27695 whole entry, looked up): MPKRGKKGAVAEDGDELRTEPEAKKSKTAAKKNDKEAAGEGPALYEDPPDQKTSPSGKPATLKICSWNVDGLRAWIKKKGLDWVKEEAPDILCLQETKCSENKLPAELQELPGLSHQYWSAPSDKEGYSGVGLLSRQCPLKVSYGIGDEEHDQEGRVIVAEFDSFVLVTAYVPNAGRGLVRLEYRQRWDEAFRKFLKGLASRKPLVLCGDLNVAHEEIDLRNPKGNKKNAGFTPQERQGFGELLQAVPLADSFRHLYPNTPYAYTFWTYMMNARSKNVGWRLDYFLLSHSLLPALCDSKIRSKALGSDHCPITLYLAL
#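 Measures dequenching upon AP-site incision of a 5'-TAMRA/3'-BHQ-2 THF-containing duplex, 50 nM; human APE1 0.75 nM after 15 min room-temperature exposure to compound; kinetic three-point read at one-minute spacing.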
# Numbers without * were called inactive; i = inactive; ? = inconclusive; . = not tested or not shown; & = joins results of further samples; [ ] = remark or other dose. Unless noted, calls come from the whole dose curve; as a rule, active = well fitted curve in the direction sought with a large enough effect; inconclusive = small, poorly fitted or top-dose-only effect, or another doubt; inactive = no such curve, though single readings can be large; an effect the other way counts as inactive or inconclusive.
# Second line of a record – POLH inh, BLM helicase inh, Pol kappa inh, RXFP1 antag, Anesthetic bind, POLB inh, PGK inhibitor, Pol iota inh, APE1 inh
Cc1cc(C)n(CC(=O)NC2CCCN(Cc3ccc(Cl)cc3)C2)n1 (stereo not drawn)
    -4.4%, -1.8%, 5.4%, -7.6, -4.8%, -0.3%, -5.0%, 3.1%, -14.4%
CC(C)CC(=O)NCCc1ccncc1
    4.9%, -4.3%, -1.2%, 6.4, -12.6%, 25.9%, -1.9%, -7.8%, ?
Cc1ccc(Nc2nnc(SCC(=O)NC3CCCc4ccccc43)s2)cc1 (stereo not drawn)
    -18.2%, -0.7%, -6.3%, -7.1, -15.8%, -19.9%, i, 206.3%[activator], 0.9%
O=C(C1=C[C@@H](c2csc3ccccc23)C[C@@H](OCc2ccc(CO)cc2)O1)N1CCOCC1
    -14.9%, -5.4%, -14.1%, ., -11.8%, 2.9%, -9.0%, -5.7%, -4.8%
CCCOc1ccc(NC(=O)CC2C(=O)N(c3ccc(C)cc3)C(=O)N2C(C)C)cc1 (stereo not drawn)
    -17.6%, -2.1%, 3.1%, -20.0, -13.5%, -0.5%, -6.2%, 7.3%, .
O=C(c1cccc(N2CCCC2=O)c1)N1CCOCC1
    1.0%, 3.9%, -16.7%, 9.0, -8.4%, 37.3%, -0.5%, 2.7%, 7.6%
COc1ccc(/C=N/NC(=O)c2cccc(OC(F)(F)C(F)F)c2)c(OC)c1OC
    -14.9%, -5.0%, -12.8%, -7.3, ?, -1.1%, -4.0%, -9.4%, -6.9%
Cc1ccc(Nc2ccc(N3CCN(C(=O)c4cccc([N+](=O)[O-])c4)CC3)nn2)cc1
    -24.0%, -2.0%, -3.0%[60.1 µM], -8.9, ?, -1.0%, -5.3%, 20.5%, .
COc1ccc(-n2cc(CNC3CCC(O)CC3)c(-c3cccc(F)c3)n2)cc1 (stereo not drawn)
    -23.9%, 0.9%, -3.3%, -32.2, -5.9%, -4.2%, -3.7%, 16.3%, 5.3%
COc1cc(NCc2ccccc2O)c2ncccc2c1
    -15.7%, -11.6%, -4.9%, -13.3, -7.9%, 6.4%, -7.3%, 67.8%[activator], -7.7%
CC1=C(C(=O)Nc2ccccc2C(F)(F)F)C(c2sccc2C)NC(=S)N1 (stereo not drawn)
    -15.5%, -3.1%, 0.3%, -8.0, -1.9%, ?, -3.7%, 87.5%[activator], 9.5%
O=C(CSc1nc(Nc2ccccc2)nc(N2CCOCC2)n1)NC1CCCCC1
    -8.6%, -8.2%, -11.3%, -24.4, -0.2%, 42.2%, 9.4%, 22.7%, -2.0%
C=C(C)CN(CC)C(=O)CCc1nnc(CCCc2ccccc2)o1
    -8.9%, 0.7%, -1.1%, -9.0, -7.0%, 0.1%, -10.2%, 45.3%[activator], ?
O=C(NCc1ccc2c(c1)OCO2)C(C(=O)c1ccccc1)n1cc(Cl)ccc1=O (stereo not drawn)
    -13.8%, -1.1%, -6.7%, -2.2, 2.5%, 0.3%, 0.4%, 18.4%, -2.8%
COc1ccc(CNS(=O)(=O)c2ccc(C)cc2)cc1
    1.2%, -1.1%, -1.6%&-0.5%, ., -13.8%, ., -6.1%, 5.7%&10.9%, -5.6%
Cc1c(CCCC(=O)O)sc(N)c1C(=O)c1cccc(C(F)(F)F)c1
    -3.2%, ., -15.9%, ., ., ., 2.1%, ?, .
CCCCn1cc(S(=O)(=O)c2ccccc2)c(=O)c2cc(F)c(N3CCN(CCC)CC3)cc21
    -13.3%, -3.4%, -9.6%, -32.3, ?, -0.1%, -0.2%, -19.0%, .
CCN(Cc1nc(-c2cccc(C)c2)no1)C(=O)c1ccc2c(c1)OCO2
    -8.3%, 0.4%, 3.0%, 2.6, -1.6%, 17.0%, -7.2%, 6.1%, -25.9%
Oc1ccc(Br)cc1CNc1ccccn1
    ?, -6.1%, -5.6%, -7.0, -16.5%, -0.9%, -5.6%, 5.3%, 3.0%
O=c1[nH]c(=S)[nH]nc1Cc1ccccc1
    2.3%, 2.3%, -11.5%, 8.7, -10.3%, 8.8%, -7.1%, -1.6%, -3.6%
CCOC(=O)N1CCc2c(sc3c2c(=O)n(Cc2ccccc2)c(=O)n3Cc2ccccc2Cl)C1
    -11.8%, -5.5%, 1.3%, 6.4, 3.4%, 3.7%, -9.6%, 33.8%[activator], .
O=C(O)CCCC(=O)N(Cc1ccccc1)Cc1ccccc1
    -11.7%, -3.5%, 2.4%, 14.9, -11.5%, 18.9%, -0.6%, -4.9%, 3.6%
C/C(=N\NC(=O)c1cccc(Br)c1)c1cccc(NC(=O)c2ccc(C)o2)c1
    -14.1%, -6.5%, -1.5%, 5.1, -16.4%, 2.3%, i, -3.6%, 14.1%
Cc1cccc2c1N(Cc1ccccc1OCCC(C)C)C(=O)C2=O
    ., -11.9%, -10.8%, -17.5, ?, 23.1%, ., ?, .
COc1cc(C(CCN2CCCCC2)c2c(OC)cc(OC)c3c(C)cc(=O)oc23)cc(OC)c1OC (stereo not drawn)
    -12.1%, -5.4%, -2.6%, ., -3.5%, -17.2%, 4.2%, 13.8%, 1.5%
CC(C)Oc1ccc(C(=O)N2CCCc3ccccc32)cc1
    -6.6%, -7.6%, -7.5%, -3.9, ?, 2.3%, -14.3%, -13.7%, -4.8%
CN(CC(=O)Nc1cccc(F)c1)C(=O)c1cc([N+](=O)[O-])ccc1N1CCOCC1
    -6.0%, ., -2.9%, -6.3, ., ., 4.7%, 11.7%, -2.2%
O=C(CNC(=S)N(CCCN1CCOCC1)Cc1cccs1)NCc1ccc(Cl)cc1
    -7.3%, 0.8%, -2.7%, -1.9, -6.1%, -1.9%, 1.1%, -1.3%, 48.0%
NC(=O)C1=C[C@@H](c2coc3ccccc3c2=O)C[C@@H](OCCCCO)O1
    -6.2%, -0.3%, -25.2%, ., 0.0%, -27.6%, 7.2%, 22.2%, 0.4%
CNc1ncc(-c2nnnn2-c2ccccc2)c(-c2ccccc2)n1
    -2.8%, -3.7%, -5.3%, -6.1, -5.3%, 10.2%, -0.1%, 8.9%, 8.9%

# Quoted from the listing.
# Under Pol kappa inh, `CCN(Cc1nc(-c2cccc(C)c2)no1)C(=O)c1ccc2c(c1)OCO2` has the entry 3.0%
# Under PGK inhibitor, `NC(=O)C1=C[C@@H](c2coc3ccccc3c2=O)C[C@@H](OCCCCO)O1` has the entry 7.2%

# Next entries:
# Second line of a record – POLH inh, BLM helicase inh, Pol kappa inh, RXFP1 antag, Anesthetic bind, POLB inh, PGK inhibitor, Pol iota inh, APE1 inh
COc1cc(C(=O)Nc2cccc(-n3cnnn3)c2)cc(Cl)c1OC
    -13.1%, -3.7%, -3.3%, 2.8, ?, 13.1%, -5.7%, -19.9%, 29.3%
CCOCCc1nnc(NC(=O)Cc2ccc(Br)cc2)s1
    -9.1%, 2.5%, -4.0%, -1.7, -9.6%, 89.1µM*, -7.6%, -3.5%, -2.1%
CCOC(=O)CNC(=O)CSc1nc(-c2ccc(OC)cc2)ns1
    0.3%, -1.2%, -11.3%, 7.8, -12.2%, 5.8%, 1.7%, 151.7%[activator], -1.1%
O=c1c2sc3ccccc3c2n(Cc2cccc(Cl)c2)c(=O)n1Cc1ccco1
    -12.3%, -5.2%, -8.7%, ., -0.7%, 5.7%, -10.0%, ?, .
O=C(O)c1c[nH]c(=O)c2ccccc12
    -9.5%, -5.3%, -12.9%, -6.1, 2.8%, -13.5%, i, 123.1%[activator], -7.3%
Cc1cccc(CSC2=CS(=O)(=O)c3ccccc3N2)c1
    -15.9%, -8.4%, -7.7%, -1.2, ?, 2.3%, -2.0%, -5.2%, -3.9%
O=C(Nc1ncc([N+](=O)[O-])s1)c1ccccc1Br
    50.1µM*, -13.2%, ?, 4.5, -11.9%, ?, -6.4%, 28.2µM*, 12.1%
NC(=O)c1ccccc1NC(=O)c1ccccc1F
    4.9%, 0.6%, -2.8%, 15.0, 5.7%, 14.1%, -2.4%, 11.0%, -2.2%
CN(C)C1C(=O)c2ccccc2C1=O
    -21.5%, 0.3%, -10.5%, -4.7, -5.3%, 22.4%, -8.6%, 12.0%, 0.5%
COCCn1c(CCc2ccccc2)n[nH]c1=S
    -1.8%, -2.1%, -4.8%, -9.5, -8.2%, 0.9%, 4.6%, 141.5%[activator], 0.3%
Cc1cccc2nc(CSc3nc4ccccc4o3)cn12
    -14.0%, 3.3%, 1.1%, 1.8, -2.3%, 4.8%, i, 18.1%, -4.2%
CCC(c1nnnn1C1CCCC1)N1CCC(C(N)=O)CC1 (stereo not drawn)
    3.4%, -3.0%, -7.3%, 4.7, -3.7%, 50.0%, -5.4%, 16.1%, 7.9%
COc1ccc(OC)c(S(=O)(=O)NC2CC(=O)N(c3cccc(F)c3)C2)c1 (stereo not drawn)
    -15.8%, ., 2.3%, -0.7, ., ., 0.3%, 26.6%, 4.0%
CCN(C(=O)COC(=O)CNC(=O)C12CC3CC(CC(C3)C1)C2)C1CCS(=O)(=O)C1 (stereo not drawn)
    -1.3%, -1.5%, 1.5%, 2.2, -9.7%, 19.2%, -9.7%, -0.6%, -6.7%
C=CCNCCCOc1ccc(Cl)cc1C(C)(C)C
    -27.5%, 4.0%, -7.0%, -34.9, -15.6%, 0.8%, 1.5%, 39.5%[activator], -3.4%
Cc1c(NS(=O)(=O)c2cccc(C(=O)NCc3ccccc3Cl)c2)c(=O)n(-c2ccccc2)n1C
    -11.1%, ., -3.6%, -4.0, ., ., -2.2%, 5.5%, -14.1%
Cc1cc(C)c(O)c(N)c1
    ., -10.6%, ., ., -11.7%, -2.0%, ., ., 7.8%
Cc1ccc(NC(=O)c2oc3ccc(Br)cc3c2C)cc1S(=O)(=O)N1CCOCC1
    -13.3%, ., -0.7%, -5.7, ., ., -1.8%, -14.0%, .
CCOCCCN1C(=O)CN(C2CCCCCC2)C(=O)C1c1ccc(OC(C)C)c(OC)c1 (stereo not drawn)
    -12.4%, 2.1%, -1.2%[60.1 µM], -1.8, -0.9%, -1.6%, i, 30.3%[activator], .

# These rows are one share of the data; count on the stated rates, not on these rows.
